# From PubChem
# p53 reactivation: mutant p53 re-activation in reporter cells; H1299 p53-A138V BP100-luciferase reporter, luminescence, 24 h; Potency, µM (doses to about 92.2 µM), for the others: at the top dose activity change, positive = activation, usual class: activators; hit rate 0.063% among 320,000; AID 504706; note: potency is the fitted concentration of half-maximal effect; % of control where 0% means no effect; nearly all actives have a fitted effect of over 45% in size
#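 H1299 (p53-null), stable ts p53-A138V + BP100-Luc; 1000 cells/well, Opti-MEM/10% FBS; cpd 4 pt, 1:5; 24 h, 37 deg C, 5% CO2; detection reagent 10 min RT; luminescence.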
# VP16 counter: counter-screen for ROR gamma inhibitors: Gal4-VP16 reporter. Potency, µM (highest dose often 53.6 µM), without a hit: top-dose activity, negative = inhibition, usual class: inhibitors. Drosophila S2 Gal4-VP16 UAS-luciferase, luminescence, 20 h. AID 2546. hit rate 3.5% among 310,000;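 note: Gal4-VP16 expression switched on by copper sulfate through the metallothionein promoter; potency is the fitted concentration of half-maximal effect; % is set by controls: 0 for no effect and ±100 for the full control effect; nearly all actives have a fitted effect of over 50% in size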
# BRCA1 expr up: BRCA1 expression activation; Potency, µM (titrated, usually from 46.1 µM), inactives show at the top dose activation, actives largely listed as activators; MCF7-BRCA1-FFLuc reporter, luminescence, 48 h; response scale: scaled: vehicle 0%, 10 µM genistein 100%; hit rate 1.1% among 380,000; note: potency is the fitted concentration of half-maximal effect; nearly all actives have a fitted effect of over 80% in size; some results filed as inactive show a strong effect at the top dose
#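 Using MCF7 cells harboring a BRCA1 firefly luciferase reporter, plated 2 h before compound pinning, the screen measured luminescence after 48 h incubation. Responses were normalized to DMSO and 10 microM genistein, then fitted for concentration-effect.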
# ELG1 DNA repair: blocks ELG1-dependent DNA repair in HEK293T cells; HEK293T ELG1-luciferase reporter, luminescence, 16 h; DNA damage induced by 5-fluorouridine; hit rate 2.3% among 330,000; Potency, µM (doses to about 46.1 µM), for inactives: at the top dose activity change, negative = inhibition, actives largely listed as inhibitors; note: potency is the fitted concentration of half-maximal effect; % is set by controls: 0 for no effect and ±100 for the full control effect; nearly all actives have a fitted effect of over 55% in size
#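 DMSO vehicle served as the neutral condition. Each well held 2,000 cells given 5-fluorouridine plus compound; after 16 hr at 37 °C/5% CO2, ONE-Glo was added and luciferase measured 30 min later.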
# TRPV1 ag: human TRPV1 agonism; Q8NER1; activation, % at 8.33 µM; hit rate 0.19% among 320,000; TRPV1-expressing cells, Fluo-8 calcium influx, agonist mode; in the data active = activation above about 80%; inconclusive = between about 30% and that limit; note: 0% is about no effect
#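 Fluo-8 calcium influx in TRPV1-expressing cells, kinetic read (ex 480/em 520 nm). Compound added and read 3 min for agonist activity, followed by capsaicin at EC20 final and 2 min further read for enhancement.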
# Tb PFK inh: inhibitors of T. brucei phosphofructokinase; AID 485367; Potency, µM (doses to about 57.5 µM), without a hit: top-dose activity, negative = inhibition, most hits filed as inhibitors; T. brucei PFK, ADP-Glo luminescence; hit rate 0.17% among 330,000;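 note: potency is the fitted concentration of half-maximal effect; 0% = uninhibited 1x PFK enzyme wells and -100% = no-enzyme wells; nearly all actives have a fitted effect of over 60% in size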
# Target sequence (O15648 whole entry, looked up): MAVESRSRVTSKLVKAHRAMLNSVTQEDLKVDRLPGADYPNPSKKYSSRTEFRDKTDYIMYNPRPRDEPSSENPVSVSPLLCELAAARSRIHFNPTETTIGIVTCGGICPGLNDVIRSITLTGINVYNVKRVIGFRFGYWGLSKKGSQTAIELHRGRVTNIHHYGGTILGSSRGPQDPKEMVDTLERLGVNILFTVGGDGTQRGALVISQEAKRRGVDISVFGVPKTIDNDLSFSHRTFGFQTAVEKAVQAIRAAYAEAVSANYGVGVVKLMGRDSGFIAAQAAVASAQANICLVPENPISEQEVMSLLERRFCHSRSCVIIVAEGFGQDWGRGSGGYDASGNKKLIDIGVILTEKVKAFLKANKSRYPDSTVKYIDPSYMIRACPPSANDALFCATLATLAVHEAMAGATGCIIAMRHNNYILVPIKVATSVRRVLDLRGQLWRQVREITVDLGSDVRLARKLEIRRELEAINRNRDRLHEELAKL
#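 Compounds were pin-transferred as a titration series up to 57 uM into substrate buffer (0.5 mM F6P, 0.1 mM ATP, pH 8.0), then 1.25 nM PFK was added and reactions ran 45 min before ADP-Glo detection.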
# ELG1 genotoxic: inducers of genotoxicity in HEK293T ELG1-luciferase cells; HEK293T ELG1-luciferase reporter, luminescence, 16 h; Potency, µM (highest dose often 46 µM), for the others: top-dose activity change, positive = activation, usual class: activators; hit rate 1.3% among 330,000; AID 504466; note: potency is the fitted concentration of half-maximal effect; % of control where 0% means no effect; nearly all actives have a fitted effect of over 60% in size
#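 Screening used a luciferase reporter fused to human ELG1 in HEK293T cells. Luminescence was read on a CCD plate imager after 16 hr exposure and 30 min ONE-Glo incubation.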
# FLuc counter: inhibits or activates purified firefly luciferase, miR-21 counter-screen; AID 588342; Potency, µM (doses to about 57.5 µM), for inactives: at the highest dose activity change, negative = inhibition, usual class: inhibitors; hit rate 6.9% among 360,000; purified FLuc, Km substrates, luminescence inhibition;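 note: potency is the fitted concentration of half-maximal effect; plate controls were vehicle for no effect and reference inhibitor for full effect; nearly all actives have a fitted effect of over 55% in size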
# Target sequence (P08659 whole entry, looked up): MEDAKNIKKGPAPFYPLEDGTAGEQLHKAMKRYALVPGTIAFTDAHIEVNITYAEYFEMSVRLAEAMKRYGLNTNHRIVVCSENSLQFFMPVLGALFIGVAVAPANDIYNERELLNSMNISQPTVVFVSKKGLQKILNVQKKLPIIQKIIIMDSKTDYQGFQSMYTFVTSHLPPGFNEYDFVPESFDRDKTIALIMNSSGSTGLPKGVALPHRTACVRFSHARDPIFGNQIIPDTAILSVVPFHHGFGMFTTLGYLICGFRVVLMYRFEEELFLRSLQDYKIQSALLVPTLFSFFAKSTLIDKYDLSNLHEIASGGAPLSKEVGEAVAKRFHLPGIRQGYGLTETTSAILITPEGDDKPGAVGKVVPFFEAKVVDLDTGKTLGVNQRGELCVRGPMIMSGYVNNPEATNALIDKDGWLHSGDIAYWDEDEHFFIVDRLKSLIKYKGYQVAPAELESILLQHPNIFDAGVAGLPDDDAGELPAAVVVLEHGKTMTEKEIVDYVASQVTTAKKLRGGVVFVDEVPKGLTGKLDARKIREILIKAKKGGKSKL
#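 Purified P. pyralis luciferase, 10 nM final, with Km-level 10 uM D-luciferin and 10 uM ATP in 50 mM Tris acetate pH 7.5, 10 mM Mg acetate, 0.01% Tween-20, 0.05% BSA; 6-point qHTS titration about 60 µM downward; luminescence read.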
# Rab9 promoter act: activates the Rab9 promoter | Huh7 Rab9 promoter-luciferase reporter, luminescence, 24 h | Potency, µM (highest dose often 9.22 µM), for the others: top-dose activation, negative = inhibition, most hits filed as activators | hit rate 2.8% among 320,000; note: potency is the fitted concentration of half-maximal effect; % of control where 0% means no effect; nearly all actives have a fitted effect of over 60% in size
#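 Luminescence read-out: Huh7 cells stably expressing Rab9-luciferase, treated 24 h with compound at 37 °C, then lysed with luciferase reagent for 10 min at ambient before reading.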
# RORg inh: ROR gamma (mouse) transcription inhibition; P51450; Drosophila S2 Gal4-RORgamma UAS-luciferase reporter, 20 h; Potency, µM (top dose mostly 53.6 µM), inactives show at the highest dose activity change, negative = inhibition, usual class: inhibitors; hit rate 5.4% among 310,000; AID 2551; note: potency is the fitted concentration of half-maximal effect; % is set by controls: 0 for no effect and ±100 for the full control effect; nearly all actives have a fitted effect of over 60% in size
#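 Schneider cells (Drosophila), stable Gal4 DBD–ROR gamma + UAS-luc; 1 hr cmpd preincubation; Cu2+ induction 700 uM final; 20 hr ambient; luminescence.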
# NPC1 promoter act: activators of NPC1 promoter. Huh7 NPC1 promoter luciferase reporter, 24 h. Potency, µM (top dose mostly 9.22 µM), without a hit: at the top dose activation, actives largely listed as activators. hit rate 2.4% among 320,000. AID 485313;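 note: potency is the fitted concentration of half-maximal effect; % of control where 0% means no effect; nearly all actives have a fitted effect of over 60% in size; reporter is driven by a mutant NPC1 promoter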
#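 Stable NPC1-promoter luciferase Huh7 line; cpd (DMSO) 24 h, 37 °C, 5% CO2; Amplite luciferase reagent 10 min RT; luminescence readout. qHTS format.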
# Numbers without * were called inactive; ? = inconclusive; / = no result given; ! = not confirmed by another sample; [ ] = remark or other dose. Unless noted, calls come from the whole dose curve; as a rule, active = well fitted curve in the direction sought with a large enough effect; inconclusive = small, poorly fitted or top-dose-only effect, or another doubt; inactive = no such curve, though single readings can be large; an effect the other way counts as inactive or inconclusive.
SMILES,p53 reactivation,VP16 counter,BRCA1 expr up,ELG1 DNA repair,TRPV1 ag,Tb PFK inh,ELG1 genotoxic,FLuc counter,Rab9 promoter act,RORg inh,NPC1 promoter act
COc1ccccc1-n1cnnc1SCC(=O)Nc1cccc(S(N)(=O)=O)c1,-1%,-2%,15%,9%,-5,2%,-13%,-2%,-6%,8%,-1%
Cc1ccc(NC(=O)c2ccc([N+](=O)[O-])o2)cc1C,-14%,-22%,-88%[inhibitor],?,?,2%,18%,21µM*,?,7.9µM*,-2%
CCc1nc2sc3ccccc3c(=O)c2c(=O)n1Cc1ccco1,8%,-12%,8%,?,1,-3%,-5%,-23%,1%,-25%,0%
CCOc1ccc(NC(=O)CNC(=O)Cc2ccccc2)cc1,4%,21%,0%,9%,0,1%,2%,5%,2%,3%,1%
COc1ccccc1N(CC(=O)NCc1ccccc1)C(=O)CCC(=O)Nc1ccccn1,-9%,-3%,-1%,?,-5,-1%,-3%,1%,3%,-3%,0%
Cc1ccc(C(=O)Nc2ncnc3sc4c(c23)CCCCC4)cc1,-5%,?,-27%,-28%,-2,6%,3%,-6%,2%,?,2%
CS(=O)(=O)N1CCN(c2ccc([N+](=O)[O-])c(N3CCOCC3)c2)CC1,6%,-9%,-18%,-4%,2,0%,-2%,0%,4%,2%,2%
Cc1ccc(-n2c(CSc3nc(C)cc(C)n3)nnc2SCC(=O)NCc2ccco2)cc1,-4%,1%,-1%,?,-1,-1%,2%,-8%,-2%,2%,-3%
COc1ccc(Cl)cc1NC(=O)NC1CCCCC1,0%,-6%,-19%,-14%,11,-3%,-1%,-16%,-3%,5%,0%
O=C(N/N=C/c1ccc(OCC2COCCO2)cc1)c1ccc(Br)cc1 (stereo not given),-1%,-3%,-27%,-6%,25,2%,-4%,-4%,2%,-20%,-3%
CCOC(=O)c1c(NC(=O)COC(=O)c2ccc(O)cc2)sc(C(=O)N(C)C)c1C,-3%,0%,-12%,?,6,2%,-7%,4%,3%,-6%,0%
COc1ccc(NC(=S)N2c3ccccc3CC2C)cc1OC (stereo not given),1%,-6%,-17%,8%,11,8%,1%,1%,12%,17%,11%
O=C(N1CCN(c2cccc(Cl)c2)CC1)C1(S(=O)(=O)c2ccc(Cl)cc2)CC1,-1%,-5%,-27%,-24%,-1,-3%,-10%,4%,-13%,0%,-2%
Nc1ncnc2c1ncn2C1CCC(CO)C(O)C1 (stereo not given),-12%,7%,1%,9%,1,3%,0%,-2%,-3%,-7%,0%
Cc1cc(Nc2ccccc2)c2c([N+](=O)[O-])ccc(C)c2n1,2%,35µM*,3%,-15%,-3,-1%,-1%,-3%,-7%,?,1%
CCCOC1CCCN(C(=O)c2ccc(OC3CCN(C(=O)COC)CC3)cc2)C1 (stereo not given),-11%,-3%,5%,?,-1,0%,-3%,-3%,1%,26%,2%
COc1ccc(-c2cnc(SCC(=O)Nc3cc(C)on3)n2Cc2ccco2)cc1,-1%,-2%,-7%,?,-3,1%,-2%,1%,-3%,?,0%
CCCCn1c(SCC(=O)c2c(N)n(C3CC3)c(=O)[nH]c2=O)nc2cc(S(N)(=O)=O)ccc21,-1%,/,3%,-1%,-1,0%,1%,-1%,-1%,/,-4%
CCOc1ccc(OCCN2CCCCC2)cc1,7%,-3%,-3%,12%,-3,0%,-2%,-4%,10%,-11%,-1%
Cc1oc(-c2cccc(Cl)c2)nc1CN1CCC(C(=O)NCc2ccco2)CC1,-4%,3%,10%,-1%,1,10%,1%,1%,-9%,19%,3%
CCS(=O)(=O)N1Cc2ccccc2CC1C(=O)Nc1nnc(SCc2ccc(C#N)cc2)s1 (stereo not given),15%,?,-24%,-25%,-3,2%,-4%,-4%,-7%,?,-4%
O=C(CN(Cc1ccccc1)C(=O)CNS(=O)(=O)c1ccccc1)NCc1ccco1,-2%,11%,-7%,-2%,1,0%,-1%,0%,1%,44%,0%
O=C1NCN(c2ccccc2)C12CCN(CCCC(c1ccc(F)cc1)c1ccc(F)cc1)CC2,-8%,18µM*!,5%,-8%,-3,10%,-5%,1%,-44%[inhibitor][46.1 µM],13µM*!,-34%[inhibitor][46.1 µM]
CCc1cc(/C(Cc2cscn2)=N\O)c(O)cc1O,1%,-4%,-33%,?,8,-5%,-4%,12%,-2%,0%,-3%
CCNC(=O)CN(c1ccc(Cl)cc1)S(=O)(=O)c1ccccc1,2%,-2%,-6%,-2%,0,2%,2%,1%,-3%,-12%,1%
Cc1c(C(=O)N2CCN(C/C=C/c3ccccc3)CC2)oc2c(F)cccc12,?,/,-14%,-14%,9,1%,-1%,/,-3%,/,-1%
Cc1ccc2oc(=O)n(CC(=O)N3CCOCC3)c2c1,1%,8%,-2%,0%,0,3%,-1%,0%,-2%,-10%,2%
COc1ccc(/C=N/NC(=O)c2cccc(NC(=O)c3ccccc3)c2)c(C(=O)O)c1OC,8%,?,-36%,10%,-1,0%,3%,?,-2%,?,-1%
O=C(CCCN1C(=O)/C(=C/c2ccc3c(c2)OCO3)SC1=S)Nc1ccc(C(=O)O)cc1,6%,-6%,-90%[inhibitor],9%,1,-3%,18%,8%,3%,9%,-5%
C=CCNC(=O)C(=O)c1cccn1-c1ccsc1C(=O)OC,-5%,4%,8%,13%,4,-3%,2%,2%,6%,3%,4%

# Fetched one by one from the list above:
SMILES,p53 reactivation,VP16 counter,BRCA1 expr up,ELG1 DNA repair,TRPV1 ag,Tb PFK inh,ELG1 genotoxic,FLuc counter,Rab9 promoter act,RORg inh,NPC1 promoter act
Nc1ncnc2c1ncn2C1CCC(CO)C(O)C1 (stereo not given),-12%,7%,1%,9%,1,3%,0%,-2%,-3%,-7%,0%
CCOc1ccc(OCCN2CCCCC2)cc1,7%,-3%,-3%,12%,-3,0%,-2%,-4%,10%,-11%,-1%

# Other structures
SMILES,p53 reactivation,VP16 counter,BRCA1 expr up,ELG1 DNA repair,TRPV1 ag,Tb PFK inh,ELG1 genotoxic,FLuc counter,Rab9 promoter act,RORg inh,NPC1 promoter act
Cc1cccn2c(CNCC3(c4ccccc4)CCCC3)c(C(=O)N3CCOCC3)nc12,-1%,4%,-28%,2.9µM*,12,0%,-13%,0%,1%,-6%,-4%
CCc1ccc(CNC(=O)c2ccc3nc(C4CCCCC4)oc3c2)nc1,?,11µM*,/,?,?,-1%,-2%,?,26%,6.3µM*,19%
Cc1ccc(C(=O)OCC(=O)Nc2cccc(Cl)c2C)c(O)c1,1%,7%,-21%,?,1,-1%,?,-1%,-2%,-2%,-2%
COc1ccc(-c2nc(CN3CCN(Cc4cccc(Cl)c4)CC3)c(C)o2)cc1,/,?,-4%,?,0,3%,-5%,?,3%,11µM*,0%
COc1ccc(OC)c(NC(=O)C2CCN(C(=O)C3CC(=O)N(c4ccc(C)cc4)C3)CC2)c1 (stereo not given),3%,-8%,-16%,-7%,2,0%,6%,0%,5%,23%,1%
Cc1ccc(NC(=O)COc2ccccc2C#N)cc1S(=O)(=O)N1CCCCCC1,4%,/,-32%,?,22,4%,-3%,?,-1%,/,1%
CCCN(CCC)S(=O)(=O)c1ccc(C(=O)Nc2nnc(CSC)o2)cc1,16%,1.3µM*,-72%,?,0,5%,-12%,0%,-11%,0.89µM*,2%
O=C(Nc1cccc(C(=O)O)c1)/C(=C\c1ccc2c(c1)OCO2)NC(=O)c1ccccc1,6%,-4%,4%,12%,2,15%,9%,-16%,-1%,-6%,1%
Cc1cc(C(=O)NC2=NCCS2)c2ccccc2n1,-2%,-15%,-26%,10%,-1,-2%,0%,-4%,0%,?,-8%
COC(=O)c1ccc(C2NC(=O)CCC2[N+](=O)[O-])cc1 (stereo not given),/,/,0%,9%,2,1%,3%,-1%,11%,/,1%
Cn1nnnc1SCC(=O)NC(C)(C)C,2%,-3%,5%,-4%,-1,-1%,-5%,10%,-8%,-16%,0%
CC(C)(C)C1=CC(O)(c2ccccc2)C=C(C(C)(C)C)C1=O,-1%,?,-30%,1%,?,-3%,1%,3%,-2%,10%,-3%
O=C(NNC(=S)NCc1ccccc1)c1ccc(OC(F)F)cc1,4%,-15%,-12%,-11%,1,-1%,-4%,0%,-1%,-25%,-3%
COCCOC(=O)c1[nH]c2c(c1C)C(=O)CC(c1cc(OC)ccc1OC)C2 (stereo not given),8%,-5%,-45%,-11%,4,-1%,9%,-2%,-5%,-18%,-9%
COCCN1CC(O)=C(c2nc3ccccc3c(=O)[nH]2)C1=N,-7%,6%,49%,2%,-5,-2%,1%,0%,-2%,-30%,-2%
COCCN1C(=O)c2oc3ccccc3c(=O)c2C1c1cccc(O)c1 (stereo not given),-1%,-4%,8%,4%,/,-3%,0%,2%,-15%,-26%,2%
COc1cccc(/C=N/Nc2ncc(C(F)(F)F)cc2Cl)c1O,?,3.2µM*,-68%,15%,19,5%,?,-9%,-39%[inhibitor],1.3µM*,-26%

# Rows were taken by chance; overall some 15% were active at least once.
